SENP8 block-1: blocks the human protease SENP8; Q96LD8; purified SENP8, Z-RLRGG-aminoluciferin cleavage, luminescence; inhibition, % at 10 µM; hit rate 1.2% among 330,000; AID 2540; in the data active means inhibition above about 50%
Target sequence (Q96LD8 whole entry, looked up): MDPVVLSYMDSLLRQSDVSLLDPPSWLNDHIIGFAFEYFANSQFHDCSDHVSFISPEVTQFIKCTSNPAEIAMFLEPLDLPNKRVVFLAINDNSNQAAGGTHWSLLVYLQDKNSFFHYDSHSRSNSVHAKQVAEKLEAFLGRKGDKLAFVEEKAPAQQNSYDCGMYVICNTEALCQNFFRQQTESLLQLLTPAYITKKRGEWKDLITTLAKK
HKDC1 inh: HKDC1 (human) hexokinase inhibition; Q2TB90; recombinant HKDC1, G6PDH/diaphorase resazurin coupled fluorescence; inhibition, % at 20 µM; hit rate 0.16% among 340,000;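 active means inhibition above about 35% when tested at 20 µM, limit read from the data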;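 further: plate controls were DMSO wells with enzyme for no effect and DMSO wells lacking enzyme for full effect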
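Incubation: 90 min at room temperature in dark / Material: recombinant HKDC1 (HK5) hexokinase enzyme, produced in-house / Quantity: enzyme 5 µg/mL final / Compound: one dose of 20 µM, 1% DMSO / Reagent: glucose and ATP substrates / Buffer or medium: Tris pH 8.0 buffer with MgCl2, Tween-20, BSA, BME / Technique: resorufin fluorescence at 613 nm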
SENP8 block-2: SENP8 (human) protease inhibition. recombinant SENP8, Nedd8 substrate fluorescence. inhibition, % at 20 µM. hit rate 0.64% among 360,000. AID 602440; in the data active means inhibition mostly above about 40%, no sharp cut-off; inactive means mostly below about 27%
SENP1 inh: blocks the human SENP1 SUMO protease catalytic domain; Q9P0U3; recombinant SENP1 catalytic domain, CyPet-SUMO1-YPet FRET cleavage; inhibition, % at 10 µM; hit rate 0.21% among 360,000;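 active means inhibition at least 30% at 10 µM, raw YFP signal under a set limit, fluorescence ratio 0.5 to 1.5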;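 further: 0% = enzyme with DMSO and 100% = no enzyme wells; some results filed as inactive read as strong as hits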
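Assay system – human recombinant His6-tagged SENP1 catalytic domain enzyme · Input – SENP1 enzyme, 20 pM final · Buffer or medium – Tris pH 8 buffer plus EDTA, NaCl, BME, BSA, NP40, catalase · Schedule – 50 min reaction at room temperature · Technique – FRET read of cyan and yellow fluorescence · Control set – no-enzyme wells low, DMSO-plus-enzyme wells high control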
SENP6 inh: blocks the human protease SENP6 | hit rate 1.8% among 330,000 | Recombinant SENP6 catalytic domain, aminoluciferin luminescence | Q9GZR1 | inhibition, % at 10 µM;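 active means inhibition above about 50% at the single tested dose, limit read from the data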;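 further: plate controls were DMSO wells with enzyme for no effect and DMSO wells lacking enzyme for full effect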
Target sequence (Q9GZR1 628-1112 limits assumed): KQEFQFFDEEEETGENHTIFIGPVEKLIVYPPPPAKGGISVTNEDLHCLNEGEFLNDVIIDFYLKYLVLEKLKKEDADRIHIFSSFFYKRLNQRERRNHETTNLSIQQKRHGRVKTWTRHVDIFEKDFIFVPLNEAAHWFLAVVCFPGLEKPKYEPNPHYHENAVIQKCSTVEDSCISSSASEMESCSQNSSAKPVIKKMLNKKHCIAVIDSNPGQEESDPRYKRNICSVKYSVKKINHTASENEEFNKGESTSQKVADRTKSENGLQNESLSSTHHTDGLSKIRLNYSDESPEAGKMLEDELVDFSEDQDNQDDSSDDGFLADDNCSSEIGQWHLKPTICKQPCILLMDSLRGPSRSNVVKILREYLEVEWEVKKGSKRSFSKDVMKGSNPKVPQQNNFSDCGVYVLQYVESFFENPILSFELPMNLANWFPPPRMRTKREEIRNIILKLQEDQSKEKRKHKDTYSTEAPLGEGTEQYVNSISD
SENP7 inh: inhibitors of human SENP7 protease | hit rate 1.5% among 330,000 | AID 434973 | inhibition, % at 5 µM | Q9BQF6 | recombinant SENP7, Z-RLRGG-aminoluciferin luminescence, 40 min;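 active means inhibition above about 50% at the single test dose, limit read from the data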;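 further: plate controls were DMSO with enzyme for no effect and no enzyme buffer wells for full effect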
Target sequence (Q9BQF6 706-1050 limits assumed): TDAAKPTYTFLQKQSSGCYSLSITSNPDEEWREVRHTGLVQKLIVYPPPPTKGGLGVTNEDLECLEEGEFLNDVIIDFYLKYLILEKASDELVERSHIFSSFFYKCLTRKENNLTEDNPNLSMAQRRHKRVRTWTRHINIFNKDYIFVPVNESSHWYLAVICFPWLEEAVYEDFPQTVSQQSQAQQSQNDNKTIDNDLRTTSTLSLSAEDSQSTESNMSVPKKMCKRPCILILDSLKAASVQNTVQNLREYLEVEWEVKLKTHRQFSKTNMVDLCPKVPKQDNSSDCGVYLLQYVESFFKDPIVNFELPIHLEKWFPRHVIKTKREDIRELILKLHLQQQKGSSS
NALP3 yeast inh: inhibitors of NALP3 inflammasome in yeast; Yeast reconstituted NLRP3/ASC/caspase-1, beta-gal luminescence, 24 h; inhibition, % at 10 µM; hit rate 0.39% among 330,000;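 active means inhibition of 50% or more; inactive means inhibition below 50%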;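 further: plate controls were induced DMSO wells for no effect and uninduced yeast grown without galactose for full effect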
PfG6PD inh: PfG6PD (Plasmodium falciparum) enzyme inhibition. PfGluPho enzyme, NADPH resazurin-diaphorase fluorescence. inhibition, % at 20 µM. hit rate 0.78% among 350,000. AID 504690;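 active means inhibition reaching at least a set limit at 20 µM in the primary screen, cut at about 59% in these data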;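 further: 0% = DMSO wells with substrate and 100% = DMSO wells lacking glucose-6-phosphate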
Apaf1 inhib: blocks human Apaf-1 apoptosome activity | hit rate 0.71% among 330,000 | inhibition, % at 20 µM | O14727 | reconstituted apoptosome caspase-3 activity, DEVD-Rh110 fluorescence; active means inhibition of at least 40% at 20 µM;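 further: plate controls were DMSO wells for no effect and DEVD-CHO caspase inhibitor wells for full effect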
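System: Apoptosome proteins | Medium: Hepes pH 7.5 with detergent and BSA | Also added: Cytochrome c trigger plus (Z-DEVD)2-Rh110 caspase-3 substrate | Incubation: 30 min compound preincubation, 50 min activation, room temperature | Detection: Rhodamine 110 fluorescence at Ex 480/Em 540 nm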
Active calls of the source: *; i = inactive; / = no result given.

smiles,SENP8 block-1,HKDC1 inh,SENP8 block-2,SENP1 inh,SENP6 inh,SENP7 inh,NALP3 yeast inh,PfG6PD inh,Apaf1 inhib
Cc1ccccc1C(=O)NNC(=O)CCC(=O)Nc1cccc(Cl)c1C,0,-7,8,3,-9,6,7,-10,3
CNC(=O)C12CC3CC(CC(Cl)(C3)C1)C2,0,-1,18,6,1,3,13,-6,-12
COc1cccc(/C=C/C(=O)OCC(=O)N2c3ccccc3NC(=O)C2(C)C)c1,-3,4,-100,2,-23,8,-1,7,11
CC(=O)Nc1ccccc1NC(=O)c1ccccc1-c1ccccc1,-8,-8,8,0,19,-10,5,-17,1
CN1C(=O)c2ccc(NC(=O)c3ccc(Cl)cc3Cl)cc2C1=O,-6,-3,-370,3,-13,-5,24,0,2
COc1cccc(C2=CC(=O)CCC2)c1OC,3,-5,7,2,-5,-8,16,3,-5
O=C(O)CC/C(=N/NC(=O)c1ccc(-c2ccccc2)cc1)c1ccccc1,5,-4,-1,0,-18,0,23,-20,12
COc1ccc(/C=N/NC2=NS(=O)(=O)c3ccccc32)cc1OC(C)=O,-14,-2,-18,4,-24,-6,7,-14,0
CC(C)Oc1ccc(C(=O)NCc2cccnc2)cc1,-6,-3,17,2,-14,-6,-2,-4,-3
COc1ccc(NC(=O)CN2CCC(C(=O)c3ccc(F)cc3)CC2)c(OC)c1,2,3,16,1,0,6,31,4,16
COc1cccc(CCc2nnc(CCC(=O)N(C)C3CC(C)(C)NC(C)(C)C3)o2)c1,-2,-6,4,-1,7,2,4,10,-3
Cn1c(-c2ccc(=O)[nH]c2)nc2ccccc21,1,-10,-19,-1,7,7,7,-6,3
CCOc1ccc2oc(C(=O)OCC(=O)N(CC(C)C)c3c(N)n(Cc4ccccc4)c(=O)[nH]c3=O)c(C)c2c1,/,-2,-399,-11,/,/,/,-95,/
O=C(COC(=O)Cc1ccc(Cl)cc1)NC1CCCC1,-3,-5,10,6,-6,2,12,0,-5
Cc1ccc2[nH]cc(CCNC(=O)C3CCCCC3)c2c1,-1,-1,2,1,13,5,8,-7,4
CCOc1cc([C@@H]2C[C@H]3CN(c4ccccc4)C(=O)[C@]34CCCN24)ccc1OC,-4,1,-1,0,10,0,-1,-3,14
O=[n+]1cc(-c2ccccc2)n([O-])c2c1CCC2,-5,-5,14,-1,-4,-10,18,-14,-14
Cc1cccc(NC(=O)CSCc2cc(=O)n3c(C)csc3n2)c1C,-13,7,-49,2,-6,-22,12,-20,-1
NC(=O)c1ccc[n+](CC(=O)c2ccc(Cl)c(Cl)c2)c1,0,9,18,-2,-8,-2,5,18,-1
COc1ccc(C2=NN(CCC(=O)NCC3CCCO3)C(=O)CC2)cc1 (stereo not given),2,4,10,-1,3,8,9,-24,-1
CCOc1ccc(S(=O)(=O)N2CCN(C(=O)c3sccc3C)CC2)cc1,5,-4,13,2,-5,0,-6,2,6
CCN1C(=O)c2cccc3c(S(=O)(=O)NCc4ccccc4)ccc1c23,7,11,i,-25,-14,-6,7,19,-5
O=C(Cc1ccc(Cl)c(Cl)c1)Nc1ccccc1N1CCOCC1,0,-2,1,-4,-5,-3,16,3,-12
Cc1ccc(C(C#N)N2CCOCC2)cc1 (stereo not given),/,-9,7,2,/,/,/,-9,/
Cc1c(N2C(=O)/C(=C3\C(=O)N(CC(=O)O)c4ccccc43)SC2=S)c(=O)n(-c2ccccc2)n1C,1,14,21,0,0,13,25,-6,-3
O=C(CSc1oc(-c2ccc(F)cc2)nc1S(=O)(=O)c1ccccc1)NCC1CCCO1 (stereo not given),-1,-4,-2,1,-2,2,-9,5,4
COc1ccc(C2CC2/C(=N/OC(=O)c2cccs2)c2ccccc2)cc1 (stereo not given),-15,3,25,2,-9,5,28,-13,16
CC(O)CNc1nc2ccccc2n1CC(=O)NCC(F)(F)F (stereo not given),7,0,26,0,-5,-1,13,-5,-16
Cc1ccc(NC(=O)CCSCCC(=O)Nc2ccc(C)c(C)c2)cc1C,-10,1,3,-5,-8,-4,0,10,6
CCc1nn(C(CC)C(=O)NCC(C)c2ccccc2)c(=O)c2cc3occc3n12 (stereo not given),-2,-3,1,-4,-2,3,2,8,8
O=c1[nH]nc(Cc2ccc(-c3ccccc3Cl)o2)c2ccccc12,-2,-7,0,1,-14,-4,8,-5,9
Cc1cccc(N2CCN(CC(=O)N(C)Cc3ccccc3)CC2C)c1 (stereo not given),-7,1,11,2,1,-2,12,-13,7
O=[N+]([O-])c1ccc(N/N=C/c2sc(N3CCOCC3)nc2-c2ccccc2)c(S(=O)(=O)Nc2ccc(Cl)cc2)c1,/,1,53*,-8,/,/,/,-20,/
CCOc1cc(C2C(C(=O)c3ccc(C)cc3)=C(C(=O)OC)Nc3nnnn32)ccc1O (stereo not given),-5,-5,32,22,-16,-4,4,-23,29
CCOC(=O)c1c(C)[nH]c(C(=O)COC(=O)C(C)Oc2ccc(Cl)cc2Cl)c1C (stereo not given),0,12,23,1,-21,2,9,1,7
Cc1nc(C)n(C)c(=O)c1-c1ccccc1,-8,0,40*,0,-21,-6,14,-20,-1
Cc1ccc(C)c(N2CCN(C(=S)Nc3ccc4nc(N5CCN(C)CC5)cc(C)c4c3)CC2)c1,-4,11,-303,-28,-8,5,35,-10,7
NC1=NCC(O)=C1c1nc2ccccc2[nH]1,13,-1,-5,-2,2,1,-2,1,-8
COC(=O)c1ccccc1NC(=O)c1ccc(COc2ccccc2)o1,2,1,-42,-6,2,2,18,0,12
CC1CN(C(=O)c2ccccc2)C(=Nc2cccc(S(=O)(=O)N(C)C)c2)S1 (stereo not given),-2,-5,10,0,5,2,-2,1,-6
CN(C)c1nc(N)nc(CSc2n[nH]c(-c3ccccc3)n2)n1,-9,2,14,0,-13,-12,-6,-17,9
O=C(COc1ccc(S(=O)(=O)N2CCCCC2)cc1)Nc1ccccc1F,-15,-2,6,0,-9,-6,9,7,14
CCn1cc(C2=NC(c3ccccc3)CO2)c2ccccc21 (stereo not given),2,1,5,1,-6,-6,18,3,15
CCOC(=O)c1cc(-c2ccccc2)sc1NC(=O)c1cc(OC)c(OC)c(OC)c1,-9,-12,-296,-18,-15,-5,3,6,6
CCc1ccc(NC(=S)N2CCNC(=O)C2CC(=O)OC)cc1 (stereo not given),-4,-5,8,1,-4,1,8,11,4
COc1cc(-c2cc(=O)c3c(C)cc(O)cc3o2)cc(OC)c1OC,/,2,-498,-14,/,/,/,25,/
CCOC(=O)CSc1ccc2nnc(-c3cccs3)n2n1,4,-1,-34,0,3,8,11,48,17
Oc1ccc(CN2CCN(c3ncccn3)CC2)cc1,-4,-1,4,2,6,-2,8,-20,-2
C#CCOCCOCCOCCNc1nc(N2CCN(C(=O)[C@H](CCCN=C(N)N)n3cc(C(N)[C@@H](C)CC)nn3)CC2)nc(N2CCN(C(=O)[C@H](CC(N)=O)n3cc([C@@H](N)CC(N)=O)nn3)CC2)n1 (stereo not given in full),-11,4,23,-2,-17,-8,5,7,33
CC(C)Cc1nc(N2CCN(C(=O)C(C)C)CC2)c(C#N)c2c1CCC2,-7,1,i,1,16,2,23,-9,13

Next entries:
smiles,SENP8 block-1,HKDC1 inh,SENP8 block-2,SENP1 inh,SENP6 inh,SENP7 inh,NALP3 yeast inh,PfG6PD inh,Apaf1 inhib
Cc1sc2ncn(CC(=O)NCC(=O)N(C)C3CCCCC3)c(=O)c2c1C,1,13,9,1,-11,2,0,-12,-1
CCC(=O)c1c[nH]c(C(=O)NCc2cccs2)c1,1,-2,18,2,-9,10,5,1,5
COc1ccc(NC(=O)CSc2ccc3nnc(-c4ccccn4)n3n2)cc1,7,-15,-2,1,0,-9,17,6,5
CC(Oc1ccccc1)C(=O)Nc1ccc(S(=O)(=O)Nc2nccs2)cc1 (stereo not given),0,3,3,0,22,5,16,-28,2
COc1ccc(/C=C/C(=O)c2ccc(NS(=O)(=O)c3ccc(C)cc3)cc2)cc1O,-2,27,-108,10,2,-2,19,3,2
O=C(NCc1ccccc1)c1ccc(S(=O)(=O)N2CCCc3ccccc32)cc1,-12,1,10,2,-9,-12,12,2,21
COC(=O)C1CCN(C(c2ccc(OC)c(OC)c2)c2sc3nc(C)nn3c2O)CC1 (stereo not given),-6,-5,-2,4,-20,-3,-2,-12,6
Cc1ccc(C(=O)CSc2cc(C)nc(SCC(=O)c3ccccc3)n2)cc1,-3,-6,-6,0,-39,-4,22,-9,10
C/C=C/C(=O)OCC(=O)Nc1cccc(Br)c1,-4,-5,-17,1,-11,-2,-8,10,-28
Cc1cccc(Oc2ccccc2NC(=O)CN2C(=O)NC3(CCCC3)C2=O)c1,10,2,10,1,4,-6,18,-4,13
O=C(CSc1nnc2ccc(-c3ccncc3)nn12)Nc1ccc(F)cc1,0,-1,-5,0,-19,1,7,2,-7
COc1cccc(NC(=O)NCCCSC2CCCCC2)c1,1,-1,5,1,-17,-1,17,8,8
CN1CCN(NC(=O)c2cc(-c3ccc(Cl)s3)nc3ccccc23)CC1,-4,-3,-302,-15,-17,-2,9,-11,11
O=C(Nc1ccc2nc(-c3ccccn3)c(-c3ccccn3)nc2c1)N1CCOCC1,4,13,-362,-46,7,1,3,6,-5
Cc1c(NC(=O)c2cc(S(=O)(=O)N3CCCCC3)ccc2Cl)c(=O)n(-c2ccccc2)n1C,5,-4,-2,3,8,-5,3,-10,0
O=[N+]([O-])c1ccc(F)cc1OCc1cccc(S(=O)(=O)N2CCOCC2)c1,12,-3,8,1,-8,-5,22,-7,11
Cc1nc2ccccn2c1C(=O)N/N=C/c1ccc(CNC(=O)C(=O)Nc2ccccc2)o1,-19,-2,-14,-1,-3,-6,11,35,7
Nc1c(C(=O)NC2CC2)sc2nc3c(c(-c4ccco4)c12)CC/C3=C/c1ccco1,/,28,-47,-29,/,/,/,36,/
COc1ccc(S(=O)(=O)N2CCC(C(=O)Nc3ccccc3N3CCCC3)CC2)cc1OC,-2,6,8,-2,-9,1,22,-5,14
CS(=O)(=O)Nc1ccc(-c2nnc3n2CCCCC3)cc1,-3,-1,14,3,-2,3,6,-1,0

Compounds from the list above containing a nitro group on carbon:
smiles,SENP8 block-1,HKDC1 inh,SENP8 block-2,SENP1 inh,SENP6 inh,SENP7 inh,NALP3 yeast inh,PfG6PD inh,Apaf1 inhib
O=[N+]([O-])c1ccc(N/N=C/c2sc(N3CCOCC3)nc2-c2ccccc2)c(S(=O)(=O)Nc2ccc(Cl)cc2)c1,/,1,53*,-8,/,/,/,-20,/
O=[N+]([O-])c1ccc(F)cc1OCc1cccc(S(=O)(=O)N2CCOCC2)c1,12,-3,8,1,-8,-5,22,-7,11
